Assay outcomes: PubChem, The Scripps Research Institute Molecular Screening Center
PAD4 inh: blocks human protein arginine deiminase 4 | Q9UM07 | inhibition, % at 6.36 µM | actives 0.41% (n = 330,000) | recombinant PAD4, RCA probe fluorescence polarization;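 active = percent inhibition above a cutoff equal to the mean of all tested compounds plus 3 SD, cut at about 15% in these data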;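 also: 0% = PAD4 with RCA probe and DMSO and 100% = probe without PAD4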
PAFAH2 FP inh: PAFAH2 (human) inhibition; recombinant PAFAH2, FP-rhodamine activity probe, fluorescence polarization; actives 0.99% (n = 340,000); inhibition, % at 3.39 µM;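 active = inhibition above the mean over all tested compounds plus 3 SD, cut at about 30% in these data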;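 also: inhibitors block probe labeling of enzyme so polarization drops; 0% = enzyme with DMSO and 100% = wells lacking PAFAH2 protein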
LYPLA1 inh: counter-screen for PME1 inhibitors: inhibitors of human LYPLA1. recombinant LYPLA1, FP-Rh probe fluorescence polarization. inhibition, % at 5.9 µM. actives 0.16% (n = 320,000). AID 2174;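 active = inhibition above the mean of all tested compounds plus 3 SD, set per campaign, cut at about 14% in these data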;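 also: inhibitors block serine hydrolase probe labeling of LYPLA1 so polarization falls; 0% = enzyme with DMSO and 100% = wells lacking LYPLA1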
Target sequence (O75608 whole entry, looked up): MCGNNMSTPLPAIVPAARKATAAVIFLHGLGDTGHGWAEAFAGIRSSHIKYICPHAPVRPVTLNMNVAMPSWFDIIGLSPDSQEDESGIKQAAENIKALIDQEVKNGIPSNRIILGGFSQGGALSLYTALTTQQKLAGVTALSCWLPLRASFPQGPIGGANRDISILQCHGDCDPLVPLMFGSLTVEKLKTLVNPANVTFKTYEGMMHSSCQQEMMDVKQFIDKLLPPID
Fam108B counter: counter-screen for RBBP9 inhibitors: inhibitors of mouse Fam108B; recombinant Fam108B, FP-Rh probe fluorescence polarization; inhibition, % at 9.51 µM; actives 0.33% (n = 300,000);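 active = inhibition above the screen mean inhibition plus 3 SD, computed separately per campaign, cut at about 18% in these data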;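 also: inhibitors lower polarization as less probe binds the enzyme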
GSTO1 inh: blocks human GSTO1 in RBBP9 counter-screen; P78417; recombinant GSTO1, activity-based probe fluorescence polarization; actives 1.1% (n = 300,000); AID 1974; inhibition, % at 5.96 µM;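 active = inhibition above the campaign mean inhibition plus 3 SD, cut at about 35% in these data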;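 also: 0% = GSTO1-1 with DMSO and 100% = wells lacking GSTO1-1 enzyme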
pPAFAH inh: inhibitors of human plasma PAF acetylhydrolase (pPAFAH); Q13093; recombinant pPAFAH, FP-rhodamine probe fluorescence polarization; inhibition, % at 3.39 µM; actives 1.5% (n = 330,000); AID 463082;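 active = inhibition above the mean inhibition across the screen plus 3 SD, cut at about 25% in these data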;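 also: inhibitors block binding of the rhodamine activity-based probe so polarization drops; 0% = enzyme with DMSO and 100% = wells lacking pPAFAH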
PAFAH1B3 inh: inhibitors of human PAFAH1B3 | Q15102 | recombinant PAFAH1B3, FP-rhodamine probe, fluorescence polarization | inhibition, % at 3.39 µM | actives 0.28% (n = 340,000);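 active = inhibition above the screen-wide average of all tested compounds plus 3 SD, cut at about 25% in these data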;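 also: 0% = enzyme with DMSO only and 100% = wells lacking PAFAH1B3 protein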
Target sequence (Q15102 whole entry, looked up): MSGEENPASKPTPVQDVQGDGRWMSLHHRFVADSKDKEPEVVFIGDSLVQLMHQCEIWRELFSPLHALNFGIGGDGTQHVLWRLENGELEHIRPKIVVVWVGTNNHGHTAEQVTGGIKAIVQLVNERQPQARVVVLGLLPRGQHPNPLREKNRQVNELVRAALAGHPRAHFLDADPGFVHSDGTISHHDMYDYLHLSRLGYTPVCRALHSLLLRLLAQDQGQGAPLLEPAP
PAFAH1B2 inh: inhibitors of human PAFAH1B2; P68402; recombinant PAFAH1B2, FP-rhodamine activity probe, fluorescence polarization; inhibition, % at 3.39 µM; actives 1.2% (n = 340,000); AID 492953;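 active = inhibition above the mean of all tested compounds plus 3 SD, cut at about 24% in these data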;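 also: 0% = enzyme with DMSO and 100% = wells lacking PAFAH1B2; many of its hits are not listed in these tables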
PME-1 primary: PME-1 (human) inhibition | inhibition, % at 5.9 µM | Q9Y570 | AID 2130 | recombinant PME-1, FP-Rh probe fluorescence polarization | actives 0.53% (n = 320,000);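 active = inhibition above the campaign mean of all compounds plus 3 SD, cut at about 26% in these data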;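 also: competitive labeling of PME-1 active site by serine hydrolase directed probe; 0% = PME-1 with DMSO and 100% = wells lacking PME-1 enzyme; inhibitors block probe labeling so polarization falls and inhibition rises; many of its hits are not listed in these tables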
Target sequence (Q9Y570 whole entry, looked up): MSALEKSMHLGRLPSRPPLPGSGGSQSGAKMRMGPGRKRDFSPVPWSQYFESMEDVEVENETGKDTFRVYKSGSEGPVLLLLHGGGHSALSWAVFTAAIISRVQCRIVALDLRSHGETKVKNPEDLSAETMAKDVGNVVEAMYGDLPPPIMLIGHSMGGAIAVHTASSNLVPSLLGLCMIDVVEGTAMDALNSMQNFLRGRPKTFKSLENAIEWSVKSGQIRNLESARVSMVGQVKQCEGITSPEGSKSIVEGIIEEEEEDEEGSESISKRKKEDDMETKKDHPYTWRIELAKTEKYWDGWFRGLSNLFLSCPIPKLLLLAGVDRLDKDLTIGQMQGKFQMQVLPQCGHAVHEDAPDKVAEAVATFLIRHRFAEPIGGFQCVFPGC
* hit, by the source's call. Only part of the results is shown; the hit share may differ from the screen's.

Results for O=C(NCc1ccco1)c1cc2nc(-c3cccs3)cc(C(F)(F)F)n2n1 ?
PAD4 inh: -1; PAFAH2 FP inh: 6; LYPLA1 inh: -2; Fam108B counter: 1; GSTO1 inh: 1; pPAFAH inh: -2; PAFAH1B3 inh: 5; PAFAH1B2 inh: 3; PME-1 primary: -4

Results for CCCC1C(c2ccccc2)C(C#N)(C#N)C2(C#N)CC1(N)NC2=O (centres undefined) ?
PAD4 inh: 2; PAFAH2 FP inh: -3; LYPLA1 inh: 5; Fam108B counter: 4; GSTO1 inh: -3; pPAFAH inh: 7; PAFAH1B3 inh: 4; PAFAH1B2 inh: 9; PME-1 primary: 5

Results for Cc1nc(NCCO)c2nnn(Cc3ccccc3F)c2n1 ?
PAD4 inh: -3; PAFAH2 FP inh: -7; LYPLA1 inh: 1; Fam108B counter: -1; GSTO1 inh: -3; pPAFAH inh: 1; PAFAH1B3 inh: 11; PAFAH1B2 inh: 3; PME-1 primary: 0

How did CC(C)c1ccc(-c2nnn(CCC(=O)O)n2)cc1 do in these assays?
PAD4 inh: 0; PAFAH2 FP inh: 1; LYPLA1 inh: -3; Fam108B counter: 2; GSTO1 inh: 0; pPAFAH inh: -5; PAFAH1B3 inh: 12; PAFAH1B2 inh: 7; PME-1 primary: -1

What do the screens show for `O=S(=O)(NCCN1CCOCC1)c1cc(Cl)c(Cl)cc1Cl`?
PAD4 inh: 1; PAFAH2 FP inh: 1; LYPLA1 inh: 0; Fam108B counter: -2; GSTO1 inh: -1; pPAFAH inh: 1; PAFAH1B3 inh: 4; PAFAH1B2 inh: 1; PME-1 primary: 2

What do the screens show for `Cc1ccc(C(=O)N/C(=C\c2ccco2)C(=O)NCCc2c[nH]c3ccccc23)cc1`?
PAD4 inh: -1; PAFAH2 FP inh: 0; LYPLA1 inh: 1; Fam108B counter: 1; GSTO1 inh: -2; pPAFAH inh: 11; PAFAH1B3 inh: 3; PAFAH1B2 inh: 1; PME-1 primary: -1

Results for CCOc1ccc(N2C(=O)CC(C(C)c3ccccc3)C2=O)cc1 (centres undefined) ?
PAD4 inh: 4; PAFAH2 FP inh: -1; LYPLA1 inh: 0; Fam108B counter: 4; GSTO1 inh: -4; pPAFAH inh: 3; PAFAH1B3 inh: 2; PAFAH1B2 inh: 6; PME-1 primary: 2

What do the screens show for `NC(=O)c1nsc(C(=O)N(CC(=O)NC2CCCC2)c2ccc(F)c(Cl)c2)c1N`?
PAD4 inh: -2; PAFAH2 FP inh: -7; LYPLA1 inh: -2; Fam108B counter: -7; GSTO1 inh: -4; pPAFAH inh: 4; PAFAH1B3 inh: -2; PAFAH1B2 inh: 2; PME-1 primary: -6

How did Nc1c(SCCC(=O)O)ccc2c1C(=O)c1ccccc1C2=O do in these assays?
PAD4 inh: -4; PAFAH2 FP inh: -8; LYPLA1 inh: -5; Fam108B counter: -17; GSTO1 inh: 1; pPAFAH inh: 12; PAFAH1B3 inh: -5; PAFAH1B2 inh: 1; PME-1 primary: -15

What do the screens show for `CN(C)CCCNC1CS(=O)(=O)CC1O` (centres undefined)?
PAD4 inh: -5; PAFAH2 FP inh: 2; LYPLA1 inh: 7; Fam108B counter: 0; GSTO1 inh: -7; pPAFAH inh: 2; PAFAH1B3 inh: 1; PAFAH1B2 inh: -6; PME-1 primary: 4

What do the screens show for `O=C(Cc1c(C(=O)O)[nH]c2ccccc12)NCCN1CCN(c2cccc(Cl)c2)CC1`?
PAD4 inh: -4; PAFAH2 FP inh: 1; LYPLA1 inh: -4; Fam108B counter: 4; GSTO1 inh: 9; pPAFAH inh: 5; PAFAH1B3 inh: 9; PAFAH1B2 inh: 25*; PME-1 primary: -6

How did CCCCc1ccc(NC(=S)NCC2CCCO2)cc1 (centres undefined) do in these assays?
PAD4 inh: -1; PAFAH2 FP inh: 8; LYPLA1 inh: -1; Fam108B counter: -2; GSTO1 inh: 3; pPAFAH inh: 0; PAFAH1B3 inh: 9; PAFAH1B2 inh: -5; PME-1 primary: 0

Results for COc1ccc(Cn2c(CCC(=O)Nc3ccc(C)cc3)nc3cccnc32)cc1 ?
PAD4 inh: -6; PAFAH2 FP inh: 10; LYPLA1 inh: 0; Fam108B counter: 3; GSTO1 inh: 8; pPAFAH inh: -1; PAFAH1B3 inh: 2; PAFAH1B2 inh: 3; PME-1 primary: 5

What do the screens show for `O=C(Cn1nnc(-c2ccccc2)n1)N/N=C/c1ccc(-c2ccc(Cl)cc2)o1`?
PAD4 inh: 0; PAFAH2 FP inh: 2; LYPLA1 inh: -4; Fam108B counter: -1; GSTO1 inh: 21; pPAFAH inh: -3; PAFAH1B3 inh: -5; PAFAH1B2 inh: -4; PME-1 primary: 4

How did CCC(C(=O)NCCC1=CCCCC1)c1ccccc1 (centres undefined) do in these assays?
PAD4 inh: 6; PAFAH2 FP inh: 4; LYPLA1 inh: 3; Fam108B counter: 1; GSTO1 inh: 1; pPAFAH inh: 2; PAFAH1B3 inh: 1; PAFAH1B2 inh: 9; PME-1 primary: -1

Results for COc1cccc(NC(=O)CN2C(=O)COc3ccc(Cl)cc32)c1 ?
PAD4 inh: -3; PAFAH2 FP inh: 6; LYPLA1 inh: 2; Fam108B counter: 2; GSTO1 inh: -1; pPAFAH inh: 0; PAFAH1B3 inh: 9; PAFAH1B2 inh: 1; PME-1 primary: 1

How did CC[C@@]12C(=O)N(c3ccc(OC)cc3)C(=O)N1[C@H](c1cccc(C)c1)[C@@H]1C(=O)N(Cc3ccccc3)C(=O)[C@@H]12 do in these assays?
PAD4 inh: 2; PAFAH2 FP inh: 4; LYPLA1 inh: -1; Fam108B counter: -1; GSTO1 inh: -1; pPAFAH inh: -3; PAFAH1B3 inh: -4; PAFAH1B2 inh: 0; PME-1 primary: 3

Results for O=C(CCCSc1nnc(SCCCC(=O)c2ccc(F)cc2)s1)c1ccc(F)cc1 ?
PAD4 inh: 1; PAFAH2 FP inh: -6; LYPLA1 inh: -1; Fam108B counter: 0; GSTO1 inh: 0; pPAFAH inh: -2; PAFAH1B3 inh: 0; PAFAH1B2 inh: 1; PME-1 primary: -4

What do the screens show for `CCOc1ccc(C2NC(=O)NC(c3ccccc3)=C2C(C)=O)cc1OC` (centres undefined)?
PAD4 inh: -1; PAFAH2 FP inh: -1; LYPLA1 inh: -1; Fam108B counter: 0; GSTO1 inh: 0; pPAFAH inh: 8; PAFAH1B3 inh: 4; PAFAH1B2 inh: 4; PME-1 primary: -5

Results for COc1cc(C2/C(=C(\O)c3ccc4c(c3)OCCO4)C(=O)C(=O)N2Cc2ccco2)ccc1O (centres undefined) ?
PAD4 inh: -1; PAFAH2 FP inh: 4; LYPLA1 inh: -1; Fam108B counter: 1; GSTO1 inh: 5; pPAFAH inh: 1; PAFAH1B3 inh: 4; PAFAH1B2 inh: -2; PME-1 primary: -3

How did CCNC(=S)N/N=C(\C)c1ccc2c(c1)OCCO2 do in these assays?
PAD4 inh: -5; PAFAH2 FP inh: -2; LYPLA1 inh: -1; Fam108B counter: 0; GSTO1 inh: 1; pPAFAH inh: 1; PAFAH1B3 inh: -2; PAFAH1B2 inh: -6; PME-1 primary: -7

Results for CC(C)[C@H](NC(=O)c1ccccc1)C(=O)OCC(=O)Nc1ccc(S(=O)(=O)N2CCOCC2)cc1 ?
PAD4 inh: 1; PAFAH2 FP inh: 3; pPAFAH inh: 1; PAFAH1B3 inh: 5; PAFAH1B2 inh: 3

Results for Cn1c(=O)n(Cc2ccccc2F)c(=O)c2c1nc1n2CCN1Cc1ccco1 ?
PAD4 inh: -5; PAFAH2 FP inh: 1; LYPLA1 inh: -5; Fam108B counter: 5; GSTO1 inh: 7; pPAFAH inh: -1; PAFAH1B3 inh: -2; PAFAH1B2 inh: -3; PME-1 primary: 0

How did Cc1c(=O)n(OCc2cccc(F)c2)c2ccccc2[n+]1[O-] do in these assays?
PAD4 inh: 2; PAFAH2 FP inh: -1; LYPLA1 inh: 0; Fam108B counter: 2; GSTO1 inh: -4; pPAFAH inh: 6; PAFAH1B3 inh: 5; PAFAH1B2 inh: 3; PME-1 primary: -3

What do the screens show for `CCN1CC(O)=C(c2nc3ccccc3s2)C1=N`?
PAD4 inh: 3; PAFAH2 FP inh: 52*; LYPLA1 inh: 0; Fam108B counter: 1; GSTO1 inh: 1; pPAFAH inh: 21; PAFAH1B3 inh: 5; PAFAH1B2 inh: 0; PME-1 primary: 3

Results for COc1cccc(C(=O)Nc2cccc(OCC(=O)c3ccccc3)c2)c1 ?
PAD4 inh: -2; PAFAH2 FP inh: -7; LYPLA1 inh: -13; Fam108B counter: -11; GSTO1 inh: -14; pPAFAH inh: -6; PAFAH1B3 inh: 2; PAFAH1B2 inh: -3; PME-1 primary: -4

What do the screens show for `CCCc1nnc(NC(=O)CCC(=O)N2CCN(Cc3cc(F)ccc3OC)CC2)s1`?
PAD4 inh: 0; PAFAH2 FP inh: -2; LYPLA1 inh: 1; Fam108B counter: 0; GSTO1 inh: 6; pPAFAH inh: 4; PAFAH1B3 inh: 3; PAFAH1B2 inh: 4; PME-1 primary: 1

What do the screens show for `O=[N+]([O-])c1cc(-c2nc(-c3ccncc3)no2)ccc1Cl`?
PAD4 inh: 1; PAFAH2 FP inh: 4; LYPLA1 inh: -2; Fam108B counter: 6; GSTO1 inh: 23; pPAFAH inh: -1; PAFAH1B3 inh: 10; PAFAH1B2 inh: 5; PME-1 primary: -2

What do the screens show for `O=C(CCCC(=O)OCC(=O)c1ccc(Cl)cc1Cl)Nc1cc(C(F)(F)F)ccc1Cl`?
PAD4 inh: -4; PAFAH2 FP inh: 9; LYPLA1 inh: -6; Fam108B counter: 1; GSTO1 inh: 3; pPAFAH inh: 10; PAFAH1B3 inh: 1; PAFAH1B2 inh: 6; PME-1 primary: -6

What do the screens show for `CCOC(=O)N1CCN(C(=S)NC(=O)C23CC4CC(CC(C4)C2)C3)CC1`?
PAD4 inh: -2; LYPLA1 inh: -3; Fam108B counter: -3; GSTO1 inh: 3; pPAFAH inh: 1; PME-1 primary: -3

Results for CCCc1cc(=O)oc2cc(C)cc(OC(C)C(=O)NCCCn3ccnc3)c12 (centres undefined) ?
PAD4 inh: 3; PAFAH2 FP inh: -9; LYPLA1 inh: 1; Fam108B counter: 3; GSTO1 inh: -6; pPAFAH inh: 8; PAFAH1B3 inh: 9; PAFAH1B2 inh: 4; PME-1 primary: -7

An excerpt from above in order of number of heavy atoms, smallest number first:
What do the screens show for `CCOC(=O)N1CCN(C(=S)NC(=O)C23CC4CC(CC(C4)C2)C3)CC1`?
PAD4 inh: -2; LYPLA1 inh: -3; Fam108B counter: -3; GSTO1 inh: 3; pPAFAH inh: 1; PME-1 primary: -3

Results for COc1cccc(C(=O)Nc2cccc(OCC(=O)c3ccccc3)c2)c1 ?
PAD4 inh: -2; PAFAH2 FP inh: -7; LYPLA1 inh: -13; Fam108B counter: -11; GSTO1 inh: -14; pPAFAH inh: -6; PAFAH1B3 inh: 2; PAFAH1B2 inh: -3; PME-1 primary: -4

Results for CC(C)[C@H](NC(=O)c1ccccc1)C(=O)OCC(=O)Nc1ccc(S(=O)(=O)N2CCOCC2)cc1 ?
PAD4 inh: 1; PAFAH2 FP inh: 3; pPAFAH inh: 1; PAFAH1B3 inh: 5; PAFAH1B2 inh: 3
